Bioassay records deposited in PubChem BioAssay by National Center for Advancing Translational Sciences (NCATS).
L3MBTL1 inh – inhibitors of human L3MBTL1; Q9Y468; AlphaScreen L3MBTL1–H3K9me1 peptide binding; Potency, µM (highest dose often 57.1 µM), for inactives: at the top dose activity, negative = inhibition, usual class: inhibitors; 230,000 compounds, 0.66% hits; note: % is set by controls: 0 for no effect and ±100 for the full control effect; nearly all actives have a fitted effect of over 60% in size
Target sequence (Q9Y468 whole entry, looked up): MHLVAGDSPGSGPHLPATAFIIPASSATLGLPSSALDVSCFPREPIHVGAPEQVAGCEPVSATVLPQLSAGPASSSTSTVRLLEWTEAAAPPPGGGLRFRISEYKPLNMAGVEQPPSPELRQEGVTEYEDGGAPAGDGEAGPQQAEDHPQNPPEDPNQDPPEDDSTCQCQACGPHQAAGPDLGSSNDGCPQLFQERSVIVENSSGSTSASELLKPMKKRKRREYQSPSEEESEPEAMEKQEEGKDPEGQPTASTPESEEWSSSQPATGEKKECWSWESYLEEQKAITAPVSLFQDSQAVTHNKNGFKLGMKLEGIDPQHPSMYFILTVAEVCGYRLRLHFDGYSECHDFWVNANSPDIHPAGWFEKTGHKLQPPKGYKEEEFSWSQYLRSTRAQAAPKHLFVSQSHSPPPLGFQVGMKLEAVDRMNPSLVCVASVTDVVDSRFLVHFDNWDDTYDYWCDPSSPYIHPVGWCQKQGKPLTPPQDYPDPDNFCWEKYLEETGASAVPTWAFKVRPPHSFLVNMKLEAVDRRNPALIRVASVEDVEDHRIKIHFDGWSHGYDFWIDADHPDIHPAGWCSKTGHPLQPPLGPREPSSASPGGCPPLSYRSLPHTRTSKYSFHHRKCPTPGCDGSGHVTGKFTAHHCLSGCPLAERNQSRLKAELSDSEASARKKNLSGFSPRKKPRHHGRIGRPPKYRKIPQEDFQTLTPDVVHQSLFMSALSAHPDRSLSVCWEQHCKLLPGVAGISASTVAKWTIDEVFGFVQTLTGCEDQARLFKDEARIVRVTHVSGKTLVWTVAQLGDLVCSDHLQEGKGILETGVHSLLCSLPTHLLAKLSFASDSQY
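AlphaScreen assay: L3MBTL1 (50 nM final) was preincubated 30 min at room temperature with biotinylated H3(1-15)K9me1 peptide (75 nM final), then 30 min with library compounds; streptavidin donor and nickel chelate acceptor beads (10 ug/mL final) added, 30 min dark.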
KinaseGlo FLuc – counter-screen: inhibitors of Kinase-Glo firefly luciferase | Q27757 | Potency, µM (top dose mostly 38.3 µM), without a hit: at the top dose activity change, negative = inhibition, most hits filed as inhibitors | 200,000 compounds, 0.28% hits | Kinase-Glo luciferase, ATP luminescence, 8 min; note: % is set by controls: 0 for no effect and ±100 for the full control effect; nearly all actives have a fitted effect of over 60% in size
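Recombinant Kinase-Glo luciferase, 10 uM ATP (linear range), luciferin; imidazole pH 7.2 / KCl / MgCl2 / Tween / BSA buffer; 8 min RT; luminescence.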
ALDH1A1 block – blocks purified human ALDH1A1 activity; 220,000 compounds, 7.3% hits; Purified ALDH1A1, NADH fluorescence, propionaldehyde substrate; AID 1030; Potency, µM (series often up to 75.3 µM), for the others: at the highest dose activity, negative = inhibition, most hits filed as inhibitors; active = well fitted inhibition curve with a large enough effect, not every such curve was filed as active; inconclusive = small, poorly fitted or top-dose-only effect, or another doubt; inactive = no such curve, though single readings can be large or run the other way;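 note: plate controls were no enzyme wells and a reference inhibitor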
SMN2 splice up – SMN2 splice variant enhancement | AID 1458 | Potency, µM (series often up to 46.1 µM), for the others: at the highest dose activity change, positive = activation, most hits filed as activators | 210,000 compounds, 2.8% hits | HEK293 SMN2-luciferase splicing reporter, luminescence, 30-36 h; note: % of control where 0% means no effect; nearly all actives have a fitted effect of over 55% in size
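HEK293 cells carry an SMN2 […]–luciferase reporter in which exon 7 inclusion puts luciferase in frame. Cells were plated 10-12 h before compound addition, then incubated 30-36 h at 37C. ONE-Glo luminescence was read; sodium butyrate at 4.5 mM final served as control.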
JMJD2E inh – JMJD2E (human) inhibition | B2RXH2 | AID 2147 | 230,000 compounds, 1.6% hits | Potency, µM (top dose mostly 57.1 µM), for the others: at the highest dose activity change, negative = inhibition, usual class: inhibitors | JMJD2E catalytic domain, FDH-coupled NADH fluorescence (FDH is formaldehyde dehydrogenase); active = well fitted inhibition curve with a large enough effect, not every such curve was filed as active; inconclusive = small, poorly fitted or top-dose-only effect, or another doubt; inactive = no such curve, though single readings can be large or run the other way;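 note: 0% = wells with enzyme and -100% = buffer wells without enzyme; nearly all actives have a fitted effect of over 50% in size; many of its hits are not listed in these tables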
RECQ1 inh – inhibitors of human RECQ1 DNA helicase; P46063; RECQ1 DNA unwinding, red fluorescence kinetic read; Potency, µM (highest dose often 57.3 µM), for inactives: at the top dose activity, negative = inhibition, actives largely listed as inhibitors; 240,000 compounds, 0.54% hits;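 note: plate controls were vehicle for no effect and no enzyme for full effect; nearly all actives have a fitted effect of over 30% in size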
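50 nM RECQ1T1 preincubated 15 min with compound in Tris pH 8.0 buffer with MgCl2, DTT, Tween-20 and 2.5 ug/ml poly(dI-dC); started with 200 nM TAMRA/BHQ-2 forked duplex and 2 mM ATP. Unwinding read as fluorescence (525/598 nm), two reads 2 h apart.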
LMNA splice mod – modulators of lamin A splicing | HeLa LMNA splicing GFP/RFP minigene ratio, 48 h | Potency, µM (top dose mostly 46.1 µM), inactives show top-dose ratio change, negative = inhibition, actives largely listed as inhibitors | 200,000 compounds, 0.01% hits; active = well fitted inhibition curve with a large enough effect in the signal ratio, with a control signal flat, not every such curve was filed as active; inconclusive = small, poorly fitted or top-dose-only effect, or effect the other way, or a change in a side signal; the % refers to the signal ratio; note: % is set by controls: 0 for no effect and ±100 for the full control effect
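S3 HeLa stable clones carrying a lamin A-EGFP splicing minigene plus DsRed2 were seeded at 600 cells/well in Opti-MEM with 2% FBS, pin-dosed and incubated 48 h at 37°C. Acumen cytometry (488 nm) gave the GFP/RFP total-intensity ratio.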
Tau fibril ThT – tau fibrillization inhibition (ThT binding); Potency, µM (top dose mostly 57.4 µM), for the others: at the top dose activity, negative = inhibition, usual class: inhibitors; recombinant tau K18 P301L, heparin-induced fibrillization, ThT fluorescence; 270,000 compounds, 2.1% hits; P10636; note: % is set by controls: 0 for no effect and ±100 for the full control effect; nearly all actives have a fitted effect of over 55% in size
Target sequence (P10636 561-689 P618L limits assumed): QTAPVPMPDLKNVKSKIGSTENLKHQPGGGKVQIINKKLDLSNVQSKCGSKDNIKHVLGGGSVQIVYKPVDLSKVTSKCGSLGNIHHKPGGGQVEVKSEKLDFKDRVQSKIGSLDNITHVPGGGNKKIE
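ThT emission at 510 nm, taken 1 hr after adding 30 uM dye, quantifies aggregates formed when 20 uM heparin acts on human tau K18 P301L for 6 hr at 37 C.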
* marks the source's active call; other numbers are inactive results; i = inactive; ? = inconclusive; · = no result given; & = joins results of further samples; ! = repeats disagree; [ ] = another dose, or the depositor's remark. Unless noted, calls come from the whole dose curve; as a rule, active = well fitted curve in the direction sought with a large enough effect; inconclusive = small, poorly fitted or top-dose-only effect, or another doubt; inactive = no such curve, though single readings can be large; an effect the other way counts as inactive or inconclusive. Potency is the fitted concentration of half-maximal effect. An excerpt (hit frequency here may not be typical).

1	COC(=O)CC1NC2CCCCC2NC1=O (centres undefined)
2	CC[C@]1([C@H]2O[C@@H]([C@@H]3O[C@](O)(CO)[C@@H](C)C[C@H]3C)C[C@H]2C)CC[C@@H]([C@]2(C)CC[C@@]3(C[C@@H](O)[C@@H](C)[C@@H]([C@H](C)[C@H](OC)[C@H](C)C(=O)O)O3)O2)O1
3	CC1OC(O[C@@H]2C(O)CC(O[C@@H]3C(O)C[C@@H](OC4CC[C@]5(C)[C@H](CC[C@H]6[C@@H]5CC[C@]5(C)C(C7=CC(=O)OC7)C(O)C[C@@]65O)C4)OC3C)OC2C)CC(O)C1O (some centres undefined)
4	CCCC1COC(Cn2cncn2)(c2ccc(Cl)cc2Cl)O1 (centres undefined)
5	COC(=O)C(N)CCCN=C(N)N[N+](=O)[O-] (centres undefined)
6	CC1(C)CC(=O)C2=C(C1)OC(N)=C([N+](=O)[O-])C2c1ccc(C#N)s1 (centres undefined)
assay / compound,1,2,3,4,5,6
L3MBTL1 inh,·,·,·,1%,·,-9%
KinaseGlo FLuc,1%,1%[17.1 µM],1%,-5%,-1%,-3%
ALDH1A1 block,9%,15%[20.9 µM],18%,-10%,-2%,20µM*
SMN2 splice up,23%,-29%[20.6 µM],-61%[inhibitor],-28%,12%,?
JMJD2E inh,6%,5%[25.5 µM],-2%,-6%,6%,-28%
RECQ1 inh,-12%,-3%[25.9 µM],1%,-9%,i,28µM*
LMNA splice mod,-10%,?,?,6%,?,·
Tau fibril ThT,4%,·,?,-3%,-8%,8.9µM*

7	CCCCC/C=C\C/C=C\C/C=C\C/C=C\CCCCCC(=O)NCCO
8	COC(=O)c1ccc2ccn(CC(=O)NC(C)C)c2c1
9	O=C(Cn1cc(C(=O)c2ccccc2)c2ccccc21)NCc1ccco1
10	CC(=O)OC1C2CCC1C(N1CCCCC1)CC2 (centres undefined)
11	COCc1cc(OC(=O)N(C)C)nc2c1c(C)nn2C
12	OC1/C(=C/c2ccc(C(F)(F)F)cc2)N2CCC1CC2 (centres undefined)
assay / compound,7,8,9,10,11,12
L3MBTL1 inh,·,11%,12%,·,7%,7%[11.4 µM]
KinaseGlo FLuc,3%[39.9 µM],1%,·,-3%,·,3%
ALDH1A1 block,14µM*!,?,-53%,-2%,·,5%
SMN2 splice up,-12%&-7%&3%,?,·,-10%,·,18%
JMJD2E inh,-23%&1%,?,-6%,-2%,?,-6%
RECQ1 inh,0%&-4%&-5%&-2%,-18%,7%,-4%,i,i
LMNA splice mod,·,12%,-14%,·,·,1%[46 µM]
Tau fibril ThT,?,1%,2%,1%,-8%,2%

Full records as entered above:
Listed for `CC(=O)OC1C2CCC1C(N1CCCCC1)CC2` (centres undefined) = L3MBTL1 inh: ·; KinaseGlo FLuc: -3%; ALDH1A1 block: -2%; SMN2 splice up: -10%; JMJD2E inh: -2%; RECQ1 inh: -4%; LMNA splice mod: ·; Tau fibril ThT: 1%
Listed for `COC(=O)c1ccc2ccn(CC(=O)NC(C)C)c2c1` = L3MBTL1 inh: 11%; KinaseGlo FLuc: 1%; ALDH1A1 block: ?; SMN2 splice up: ?; JMJD2E inh: ?; RECQ1 inh: -18%; LMNA splice mod: 12%; Tau fibril ThT: 1%

(next part)
13	CCC(C)NS(=O)(=O)c1ccc(OCC(=O)N2CCN(CC)CC2)cc1 (centres undefined)
14	COc1ccccc1CN1CCN(Cc2ccc(Cl)cc2)CC1
15	C=CC1CN2CCC1CC2C(OC(=O)OCC)c1ccnc2ccc(OC)cc12 (centres undefined)
16	CC(=O)c1c(O)c(C)c(O)c(Cc2c(O)c3c(c(C(=O)/C=C/c4ccccc4)c2O)OC(C)(C)C=C3)c1O
17	COc1ccc2c(c1OC)CN1CCc3cc4c(cc3[C@H]1C2)OCO4
18	O=C(COc1ccc(Cl)cc1)N(c1ccc(Cl)cc1)C1CN2CCC1CC2 (centres undefined)
assay / compound,13,14,15,16,17,18
L3MBTL1 inh,-13%,-8%,·,·,-5%,9%
KinaseGlo FLuc,2%,1%,-8%,0%&-2%,-3%[17.1 µM],·
ALDH1A1 block,2%,?,-9%,14µM*!,6%[20.9 µM],·
SMN2 splice up,-3%,-12%,-6%,-48%&-75%&-69%[inhibitor],-12%[20.6 µM],·
JMJD2E inh,-4%,20µM*,-8%,?,-9%[25.5 µM],-5%
RECQ1 inh,i,i,i,?,-5%[25.9 µM],-1%
LMNA splice mod,-5%,·,?,?,?,·
Tau fibril ThT,-4%,-7%,4%,18µM*,·,-7%

19	CC(C)(C)C(=O)c1cn(Cc2ccccc2)c2ccccc12
20	CC(=C1C(=O)c2ccccc2C1=O)N1CCN(CCN=Cc2c(O)n(C)c(=O)n(C)c2=O)CC1
21	Cc1nc2cc(-c3cccc(F)c3)nn2c(C)c1CCC(=O)N1CCC2(CC1)OCCO2
22	C/C1=C\[C@@H](C)C/C=C/[C@H]2[C@@H]3O[C@]3(C)[C@@H](C)[C@H]3[C@H](Cc4c[nH]c5ccccc45)NC(=O)[C@]32C(=O)/C=C/C(=O)[C@@H]1O
23	CC1CCC2(CC1)NC(=O)N(NC(=O)CCl)C2=O (centres undefined)
24	O=c1ccc2[nH]cc(C3=CCNCC3)c2[nH]1
assay / compound,19,20,21,22,23,24
L3MBTL1 inh,50%[activator],?,4%,?,16%,·
KinaseGlo FLuc,0%,13%,-1%,·,1%,-2%
ALDH1A1 block,2%,-1%,-12%,-1%,-5%,?
SMN2 splice up,-23%,29%,-26%,·,-15%,·
JMJD2E inh,0%,-10%,?,-1%,2%,?
RECQ1 inh,8%,4%,-12%,i,-2%,5%
LMNA splice mod,·,5%,-2%,·,?,·
Tau fibril ThT,-3%,1%,-7%,0.89µM*,3%,-6%

25	Cc1c(C(c2ccc(F)cc2)c2c(O)c3ccccc3oc2=O)c(=O)n(-c2ccccc2)n1C (centres undefined)
26	O=CN1CCCCC1C1CC[C@H]2CCCCN2C1 (some centres undefined)
27	CN(c1ccccc1)S(=O)(=O)c1cccc(C(=O)N2CCN(c3ccccn3)CC2)c1
28	CN(C)CCCN=Cc1c(O)n(CCc2ccc(F)cc2)c(=O)[nH]c1=O
29	O=C(c1ccc(-c2ccccc2)cc1)C1CCCN(Cc2ccn[nH]2)C1 (centres undefined)
30	CN1C(=O)N(C)C(=O)C2(Cc3cc([N+](=O)[O-])ccc3N(C)C2c2ccccc2)C1=O (centres undefined)
assay / compound,25,26,27,28,29,30
L3MBTL1 inh,13%,·,-10%,-11%,-10%,-7%
KinaseGlo FLuc,2%,-4%,-1%,7%,-1%,1%
ALDH1A1 block,?,6%,-5%,12%,5%,-10%
SMN2 splice up,5%,·,-32%[inhibitor],-15%,·,11%
JMJD2E inh,-3%,-10%,1%,5%,-18%,6%
RECQ1 inh,-3%,1%,-4%,-7%,5%,-12%
LMNA splice mod,-10%,·,?,4%,?,-8%
Tau fibril ThT,-6%&-10%,1%,-9%,-8%,-3%,-16%

31	CCCn1nnc(NC(=O)COc2ccc(CC)cc2)n1
32	Fc1ccc(C(OCCN2CCN(C/C=C/c3ccccc3)CC2)c2ccc(F)cc2)cc1
33	Cc1ccc(N2C(=O)NC(=O)/C(=C\C=C\c3ccco3)C2=O)cc1C
34	COc1ccc(C2CN(C)CC2C(=O)c2ccc(C)cc2)cc1Cl (centres undefined)
35	C=CCN1C[C@H](C)N([C@H](c2ccc(C(=O)N(CC)CC)cc2)c2cccc(OC)c2)C[C@H]1C
36	Cc1cccc(OCC(=O)N2CCN(Cc3ccc([N+](=O)[O-])cc3)CC2)c1
assay / compound,31,32,33,34,35,36
L3MBTL1 inh,7%,·,?,-4%,·,9%
KinaseGlo FLuc,2%,·,-2%,-2%,1%,-1%
ALDH1A1 block,?,-14%,?,?,-3%&7%,3%
SMN2 splice up,-21%,-104%[inhibitor],-42%[inhibitor],-26%,-8%,·
JMJD2E inh,2%,·,-11%,-7%,10%,6%
RECQ1 inh,-6%,4%,28µM*,0%,17%&-2%,i
LMNA splice mod,-11%,·,?,12%[46 µM],·,5%[46 µM]
Tau fibril ThT,-13%,?,13µM*,-6%,-1%&-8%,9%

37	CN1CCN(c2ccccc2N)CC1
38	CCOC(=O)CC1=C(C(=O)OCC)C2(C(=O)N1)C(C(=O)OC)=C(N)Oc1ccccc12 (centres undefined)
39	COP(=O)(OC)C(NC(=O)c1ccc(C)cc1)C(Cl)(Cl)Cl (centres undefined)
40	C[C@H](CCC(=O)O)[C@H]1CC[C@H]2[C@@H]3CC[C@@H]4C[C@H](O)CC[C@]4(C)[C@H]3CC[C@]12C
41	CN(C)C1=NP(N(C)C)(N(C)C)=NC(c2ccccc2)=N1
42	O=c1[nH]c(=O)n(Cc2ccco2)c(O)c1/C=N/N1CCCCC1
43	CC(=O)N1N=C(c2c(O)n(C)c(=O)n(C)c2=O)CC1c1ccccc1 (centres undefined)
44	O=c1cccc2n1C[C@H]1C[C@@H]2CN2CCCC[C@@H]12
assay / compound,37,38,39,40,41,42,43,44
L3MBTL1 inh,·,-20%[11.4 µM],10%,1%,-8%,?,4%,·
KinaseGlo FLuc,-5%,-3%,-3%,-5%[39.9 µM],2%,2%,·,·
ALDH1A1 block,9%,6%,1%,2%&5%,?,?,·,·
SMN2 splice up,-3%,56%,·,11%,6%,9%,·,·
JMJD2E inh,-5%,-5%,-2%,·,-6%,6%,?,?
RECQ1 inh,i,-6%,1%,-29%,-1%,-13%,-3%,3%
LMNA splice mod,3%,4%,12%[46 µM],·,2%,-2%,·,13%[46 µM]
Tau fibril ThT,-6%,-17%,-12%,?,-2%,-18%,-3%,-3%
